Screens (PubChem BioAssay)
Platelet DG rel: platelet dense granule release activity; inhibition, %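 (compounds screened at 7.5 µM in platelet-rich plasma)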; human platelet-rich plasma, SFLLRN dense granule ATP release, luminescence; hit rate 0.22% among 300,000; AID 1663;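 active = mean replicate score, as percent of positive control, at or above 50; inconclusive = mean below 50 but at least one replicate at or above 50; inactive = mean and every replicate below 50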
AI-2 QS modul: modulates the Vibrio harveyi AI-2 quorum sensing system; AID 2094; activity change, % at 7.5 µM; hit rate 0.4% among 300,000; Vibrio harveyi JMH597 AI-2 luminescence/OD600 ratio, 9 h; stronger effect = lower value; strain lacks LuxN and CqsS sensors; 0 = neutral-control median; in the data active = activity change below about -75%, passing the limit was not always enough; inconclusive = no clear call, values can overlap the other calls;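 note: luminescence divided by OD600 gain over 9 h not by final OD600 alone; inactives centre near 13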
HSF1 activator: increases HSF-1 driven luciferase reporter signal; NIH3T3-HGL HSF-1 luciferase reporter, MG132, 8 h; 100% = twice DMSO control signal; activation, % at 9 µM; hit rate 1.7% among 300,000; AID 504408;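 active = mean replicate activation of at least 50% with a set share of replicates each reaching 50%; inconclusive = only one of those two conditions met; inactive = mean below 50% and too few replicates reaching it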;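 note: 0% = median of the neutral control wells and 100% = twice that signal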
GSK3 alpha inh: blocks human GSK-3 alpha kinase; inhibition, % at 10 µM; P49840; ADP-Glo luminescence, 60 min; AID 2650; hit rate 0.1% among 320,000;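 in the data active = inhibition above about 50%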;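 note: GST-tagged GSK-3 alpha with peptide substrate and 25 µM ATP; 0% = DMSO neutral wells and 100% = GW8510 positive control wells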
Target sequence (P49840 whole entry, looked up): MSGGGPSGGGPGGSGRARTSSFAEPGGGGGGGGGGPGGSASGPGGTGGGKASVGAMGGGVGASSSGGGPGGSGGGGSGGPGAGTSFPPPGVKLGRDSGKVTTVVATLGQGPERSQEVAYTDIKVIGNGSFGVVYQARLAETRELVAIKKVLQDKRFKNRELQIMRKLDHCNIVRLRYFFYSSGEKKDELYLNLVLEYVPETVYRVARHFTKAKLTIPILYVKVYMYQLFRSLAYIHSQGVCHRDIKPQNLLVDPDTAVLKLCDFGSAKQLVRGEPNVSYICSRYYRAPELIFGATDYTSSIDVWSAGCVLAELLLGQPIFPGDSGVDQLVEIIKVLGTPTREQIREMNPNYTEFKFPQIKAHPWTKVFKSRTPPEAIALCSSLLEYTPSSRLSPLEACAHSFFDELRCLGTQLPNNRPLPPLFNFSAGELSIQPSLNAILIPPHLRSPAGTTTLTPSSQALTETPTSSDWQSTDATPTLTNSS
HSF1 inhib: HSF1 inhibition; activity change, negative = inhibition, % at 7.5 µM (by protocol); hit rate 0.77% among 300,000; NIH3T3-HGL HSE-luciferase, MG132-induced, luminescence 8 h; stronger effect = lower value; AID 2098;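 active = more than half of replicate wells show activity change below -50%, luminescence cut by over half; inconclusive = some wells, but at most half, below -50%; inactive = no replicate well below -50%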;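 note: luciferase reports HSF-1 transcriptional activity via heat shock element; 0% = median of DMSO wells and -100% = zero luminescence signal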
DYRK1A inh: blocks rat Dyrk1A kinase activity. Q63470. ADP-Glo luminescence, NFATc1 peptide. inhibition, % at 12.5 µM. hit rate 0.43% among 310,000. AID 504441; in the data active = inhibition above about 50%;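 note: plate controls were vehicle with enzyme for no effect and no enzyme for full effect; many of its hits are not listed in these tables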
HDAC3 inh: blocks human histone deacetylase 3; inhibition, % at 8.3 µM; recombinant HDAC3, fluorogenic peptide/trypsin coupled, fluorescence; AID 2718; hit rate 0.15% among 320,000; O15379; in the data active = inhibition above about 26%, passing the limit was not always enough; inconclusive = no clear call, values can overlap the other calls
Target sequence (O15379 whole entry, looked up): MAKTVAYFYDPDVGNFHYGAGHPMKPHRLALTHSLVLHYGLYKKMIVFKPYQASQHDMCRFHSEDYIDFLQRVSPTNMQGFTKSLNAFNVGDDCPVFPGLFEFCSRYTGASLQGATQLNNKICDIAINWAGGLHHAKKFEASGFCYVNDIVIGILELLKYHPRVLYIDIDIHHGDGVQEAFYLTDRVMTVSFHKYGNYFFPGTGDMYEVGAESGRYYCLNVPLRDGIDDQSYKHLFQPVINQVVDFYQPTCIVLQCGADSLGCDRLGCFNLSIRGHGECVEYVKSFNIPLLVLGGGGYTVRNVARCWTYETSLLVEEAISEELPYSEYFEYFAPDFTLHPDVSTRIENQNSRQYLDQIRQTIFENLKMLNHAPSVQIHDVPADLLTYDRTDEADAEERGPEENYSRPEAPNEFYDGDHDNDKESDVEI
HSP90 inh: blocks HSP90-mediated luciferase refolding in reticulocyte lysate | hit rate 0.91% among 290,000 | inhibition, % at 5.6 µM | Rabbit reticulocyte lysate, luciferase refolding luminescence, 3 h;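 active = inhibition above the screen-wide mean plus 3 SD, computed separately per campaign, cut at about 16% in these data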;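 note: 0% = DMSO wells and 100% = 60 µM geldanamycin wells; inhibitors lower the luminescence because luciferase stays unfolded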
PolyA inh: inhibitors of polyadenylation in S. cerevisiae | S. cerevisiae SKY197-pL101 polyadenylation reporter, beta-gal luminescence; efflux-impaired pdr1/pdr3 knockout yeast; score 100 = 6 SD above DMSO | calls only at 12 µM | hit rate 0.02% among 300,000;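 active = lowest replicate activity score at least 50, where 100 means six control SD above control mean; inconclusive = lowest score under 50 but half or more replicates reach 50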;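 note: yeast exposed to compound for 9 h at 30 °C; higher score means more reporter readthrough which indicates perturbed polyadenylation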
GSK3beta inhib: inhibitors of human GSK3beta kinase; P49841; GST-GSK3beta kinase, ADP-Glo luminescence, 60 min; stronger effect = lower value; hit rate 0.038% among 300,000; activity score (negative = inhibition), % at 10 µM;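 active = more than half of replicate wells score below -50%, meaning over 50% inhibition versus plate controls; inconclusive = some replicates but at most half score below -50%; inactive = no replicate scores below -50%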;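 note: 0% = median DMSO wells and -100% = median GW8510 positive control wells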
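Assay system: GST-fused GSK3beta enzyme, cell-free / Medium: Tris pH 7.5 buffer with MgCl2, DTT, BSA, heparin / Also added: peptide substrate plus 25 µM ATP (final) / Compound: 10 µM single point / Timing: kinase reaction with compound 60 min at room temperature / Detection: ADP-Glo luminescence / Benchmarks: DMSO neutral wells and GW8510 at 20 µM as positive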
Numbers without * were called inactive; i = inactive; u = inconclusive; x = not tested or not shown. Only part of the results is shown; rates above refer to the full screens.

smiles	Platelet DG rel	AI-2 QS modul	HSF1 activator	GSK3 alpha inh	HSF1 inhib	DYRK1A inh	HDAC3 inh	HSP90 inh	PolyA inh	GSK3beta inhib
COc1ccc(-c2cc(C(=O)Nc3cc(Cl)ccc3O)no2)cc1	-13.5	33.4	7.6	-1.1	2.1	2.9	-4.5	-1.3	x	-2.3
CCc1ccccc1NC(=O)c1cccc(N2C(=O)C3C4CCC(C4)C3C2=O)c1 (centres undefined)	7.5	9.4	35.4	-1.1	4.7	x	-7.5	1.9	i	-5.3
CCSc1nnc2n1C(C)(C)Cc1ccccc1-2	-5.0	6.0	-12.0	-22.8	-7.2	2.8	1.0	1.5	i	-1.5
CSc1nc2nc3c(c(=O)n2[nH]1)CN(Cc1ccccc1)CC3	-6.6	18.0	0.1	0.0	0.2	-7.4	-2.1	-1.6	i	4.2
Cc1ccc(NC(=O)CSc2nnc(-c3cccnc3)n2CCN2CCCCC2)cc1	12.4	13.7	7.5	-2.7	-6.2	0.1	1.9	2.4	i	-1.6
COc1ccccc1NS(=O)(=O)c1cc(NC(=O)c2cccs2)ccc1N1CCCCC1	7.1	28.7	21.2	-0.8	14.9	-3.9	0.4	2.9	i	5.5
Cc1cc(Oc2ccc(N)cn2)ccc1Cl	3.7	-12.6	19.1	-1.8	-1.8	8.4	-2.5	2.7	i	-6.5
Cc1c(CC(=O)NCCCCCC(=O)O)c(=O)oc2cc3occ(-c4ccccc4)c3cc12	-7.3	17.1	5.6	-2.3	4.6	x	-3.3	-2.5	i	1.1
CCN(CC(=O)NCc1cccs1)C(=O)c1ccc(S(=O)(=O)Nc2ccccc2F)cc1	15.6	6.7	17.1	-3.1	3.8	-1.7	u	x	i	1.6
O=C(NC1CCCC1)C(c1ccccc1)N(Cc1ccco1)C(=O)Cc1cccs1 (centres undefined)	19.6	8.5	15.1	-2.5	10.5	1.9	-2.0	0.0	i	3.8
COc1cc(CNCCSc2nnnn2C)cc(Br)c1OCc1ccc(F)cc1	3.6	2.2	20.0	-5.1	16.0	2.3	1.4	5.9	i	-1.3
O=C(COC(=O)CN1C(=O)NC2(CCCC2)C1=O)Nc1c(Cl)cccc1C(F)(F)F	-0.1	20.5	-3.9	0.9	-2.2	-5.1	0.2	x	i	-1.8
CCOC(=O)c1cc(C(=O)OCC)c2cccc(C)n2c1=O	-0.2	10.5	-7.1	-2.1	-2.3	-3.7	-0.8	4.1	i	-2.1
COc1ccccc1C(c1nnnn1CC1CCCO1)N1CCN(c2ccccc2)CC1 (centres undefined)	-2.6	-5.4	0.9	-0.1	-0.6	2.8	-6.3	2.2	i	-2.2
CN(C)NC(=O)c1cccc(Cl)c1	-0.8	26.8	48.0	-1.4	5.9	x	-0.8	1.2	i	0.7

Further compounds follow:
smiles	Platelet DG rel	AI-2 QS modul	HSF1 activator	GSK3 alpha inh	HSF1 inhib	DYRK1A inh	HDAC3 inh	HSP90 inh	PolyA inh	GSK3beta inhib
CCCCn1c(N)c(N(CC(C)C)C(=O)CCCSc2nncs2)c(=O)[nH]c1=O	1.0	14.0	-6.9	-1.5	-4.2	-1.9	-1.1	-7.3	i	3.1
Cc1ccc(/C=C/C(=O)NC2=NCCS2)cc1	-11.7	10.9	12.3	-3.0	-2.1	4.5	5.6	9.2	i	1.2
CCC1CCCCN1C(=O)CSc1nc2c([nH]c3ccccc32)c(=O)n1C (centres undefined)	-0.1	-3.6	17.1	-0.9	12.7	8.5	-0.1	7.2	i	-1.5
CCOc1cc(NC(=O)c2ccccn2)c(OCC)cc1NC(=O)CC(C)C	0.4	2.6	-16.8	x	-3.3	7.7	x	-4.7	i	0.7
Cc1ccc([N+](=O)[O-])cc1N/C=C1\CCc2ccccc2C1=O	-0.9	32.6	11.7	-3.1	9.1	-2.8	-1.3	-1.4	i	0.0
O=C(/C(=N\O)n1cncn1)c1ccc(Cl)cc1Cl	-7.1	22.4	49.8	-0.6	11.6	-4.2	-3.2	4.0	i	-3.9
COc1ccc(CN2CCNC(=O)C2CC(=O)NCCCC2CCCC2)c(F)c1 (centres undefined)	39.4	6.1	-11.6	-3.2	2.4	0.5	-4.2	2.7	i	0.8
CC1Cc2ccccc2N1S(=O)(=O)c1cccc(C(=O)N2CC(=O)Nc3ccccc32)c1 (centres undefined)	-1.0	12.0	4.3	1.0	6.1	-2.0	2.4	3.5	i	-2.5
N#C/C(=C\c1c(F)cccc1Cl)S(=O)(=O)c1ccccn1	7.3	-1.9	18.3	-1.2	-0.3	0.3	-6.3	0.8	i	-2.5
C=CCOC(=O)C1=C(C)Nc2nnnn2C1c1cc(OC)ccc1OC (centres undefined)	-1.8	20.6	7.8	2.7	1.4	4.5	-16.9	2.7	i	-1.5
CC(NCc1ccccc1)c1ccccc1O (centres undefined)	-2.6	10.4	-1.6	-3.4	-0.8	25.2	-1.2	-0.4	i	1.5
CC1CN(Cc2nnc(-c3ccccc3)o2)CC(C)O1 (centres undefined)	8.7	10.1	15.9	-7.4	0.4	-1.3	-12.9	-2.7	i	0.5
Cc1ccc(CNC(=O)CCc2ccccc2)cc1	-10.0	-81.0*	-50.7	-1.7	-30.6	-3.6	-2.1	-3.6	i	3.4
COc1ccc(N2CC(O)(c3ccc(F)cc3)[N+]3=C2CCCC3)cc1 (centres undefined)	1.2	7.2	-4.2	0.8	1.9	x	5.4	-9.5	i	-0.3
CCOC(=O)COc1cccc(C2NC(=O)c3ccccc3O2)c1 (centres undefined)	-1.1	29.0	5.2	-1.9	3.0	-0.5	6.3	0.4	i	0.4

Other records
smiles	Platelet DG rel	AI-2 QS modul	HSF1 activator	GSK3 alpha inh	HSF1 inhib	DYRK1A inh	HDAC3 inh	HSP90 inh	PolyA inh	GSK3beta inhib
COc1ccc(NC(=O)Nc2cccs2)cc1OC	1.2	8.5	9.4	1.7	2.4	-3.3	3.0	2.4	i	1.2
CCN(CC)S(=O)(=O)c1ccc(C)c(NC(=O)COc2ccc(Cl)cc2Br)c1	-6.7	27.4	-11.1	x	-7.4	2.1	x	-1.0	i	-2.3
COc1ccc(-c2noc(N3CCCC(C(=O)Nc4ccc(C(C)=O)cc4)C3)n2)cc1 (centres undefined)	9.9	19.4	8.1	-1.6	13.8	8.6	0.4	-6.0	i	1.8
Cc1ccc2c(c1)C1(C(=O)N2C)N2CC3(C)CN1CC(C)(C2)C3=O (centres undefined)	-1.1	0.8	-10.0	4.7	-6.0	5.6	-3.3	1.9	i	-4.5
COc1ccc(NC(=O)CCC(=O)c2cccs2)cc1Cl	0.3	9.2	25.1	-1.5	10.5	-1.6	7.4	5.0	i	-3.2
COc1cccc(C2CC(c3ccccc3Cl)n3ncnc3N2)c1 (centres undefined)	-1.8	27.1	-21.2	x	-11.8	-2.4	3.2	2.5	i	1.7
Cc1ccc(S(=O)(=O)CCC(=O)OCC(=O)N2CCN(S(=O)(=O)c3ccccc3)CC2)cc1	-1.5	14.7	-8.3	-0.5	-0.2	-8.0	0.1	x	i	1.9
O=C(Nc1nc(-c2ccccc2)cs1)c1ccc(S(=O)(=O)N2CCc3ccccc32)cc1	13.9	5.5	-16.6	-2.8	-4.8	-0.4	5.1	6.7	i	2.1
COc1ccccc1N1CCN(/N=C/C(Cl)=C/c2ccccc2)CC1	-0.2	11.2	54.5*	0.9	19.3	2.7	4.6	3.2	i	1.9
COc1ccc(S(=O)(=O)N(CC(=O)NCc2cccnc2)c2ccc(C)cc2)cc1OC	9.4	4.4	18.9	-2.6	4.3	0.7	-3.9	-2.4	i	-0.7
CSc1nc2nc(-c3ccc(F)cc3)c(CCN3CCN(C)CC3)cn2n1	7.5	8.0	10.9	-2.2	-2.0	-2.9	-2.8	-0.8	i	1.3
Nc1ncnc(Nc2cc(Cl)cc(Cl)c2)c1[N+](=O)[O-]	24.8	18.3	-15.7	4.3	5.4	0.0	0.2	-4.3	i	-10.4
O=C1CSC(c2ccccc2Br)N1c1ccc(Cl)cn1 (centres undefined)	3.0	17.5	-27.5	-1.0	-11.5	x	11.5	-2.9	i	0.4
CCc1nc(SCC(=O)Nc2ccc(F)cc2)c2c(=O)n(C)c(=O)n(C)c2n1	9.5	30.1	2.5	-0.5	-0.7	0.2	3.9	6.4	i	3.7
CCc1cc(Cn2nc(-c3ccccc3)cc2C(=O)NCc2cccc(C(F)(F)F)c2)on1	1.8	3.7	-6.7	-3.4	-3.5	x	21.0	x	i	-0.3

(cont.)
smiles	Platelet DG rel	AI-2 QS modul	HSF1 activator	GSK3 alpha inh	HSF1 inhib	DYRK1A inh	HDAC3 inh	HSP90 inh	PolyA inh	GSK3beta inhib
Cn1c(=O)oc2cc(S(=O)(=O)N3CCC(C(=O)NCc4ccc(F)cc4)CC3)ccc21	-7.2	16.3	-3.9	0.4	-6.2	-4.3	2.7	0.5	i	4.4
CC(=O)N(Cc1cccs1)Cc1cc2ccc(C)c(C)c2nc1Cl	2.6	46.3	12.3	1.4	11.0	-0.4	2.4	-2.8	i	-0.3
COc1ccc(CCNCC(=O)Nc2ccc(C)c(Br)c2)cc1OC	1.5	3.2	11.2	-0.5	0.8	1.2	-1.5	-0.6	i	0.0
COc1ccc(S(=O)(=O)N/N=C/c2ccc(OCCN3CCOCC3)c(OC)c2)cc1	-0.1	1.2	-17.5	-1.0	-10.0	-3.0	3.3	5.0	i	-3.1
Cc1cccc(CSCCNC(=O)CN(c2cc(C)cc(C)c2)S(C)(=O)=O)c1	-4.8	-3.0	-20.6	-3.2	-3.4	-2.6	x	2.6	i	5.7
CC(C)(C)n1nnnc1C(c1cccs1)N(Cc1ccccc1)Cc1ccco1 (centres undefined)	-7.3	-6.7	12.7	-3.6	-3.3	-0.2	-8.4	3.5	i	-1.4
COc1ccc(S(=O)(=O)N2CCC(C(=O)NCc3ccncc3)CC2)cc1OC	-0.3	x	15.8	-1.1	2.3	-3.9	-0.9	-3.5	i	x
N#CCCN1CCN(C(=O)c2c(N)no[n+]2[O-])CC1	0.0	11.5	25.5	-1.0	0.9	0.5	-13.3	-6.2	i	0.7
CCc1cccc(NS(=O)(=O)c2ccc(-n3cccn3)cc2)c1	-4.4	13.6	-9.9	x	-0.7	-5.8	10.8	4.0	i	-3.1
COc1ccc(OC)c(NC(=O)Cn2c(=O)oc3ccccc32)c1	9.0	12.2	-14.0	-6.0	-2.4	-2.1	-5.8	1.6	i	-24.1
O=C(CC1NCCNC1=O)Nc1ccc([N+](=O)[O-])cc1 (centres undefined)	-5.9	11.3	-8.4	-3.6	2.2	-1.3	-1.9	0.1	i	2.5
O=C(Nc1ccccc1)N1CCN(c2ccccn2)CC1	-0.8	15.1	-13.7	-0.7	1.9	6.2	-3.3	0.9	i	0.9
